Source: PubChem
Gli-Sufu block: Gli-Sufu pathway antagonists, primary screen, luciferase luminescence, Sufu-KO-LIGHT cells, uHTS; Sufu-KO-LIGHT fibroblasts, Gli luciferase reporter luminescence; inhibition, % at 5 µM; 0.74% of 340,000 active;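 active = inhibition above about 55%, limit read from the data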;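 note: 0% = DMSO-treated cells and 100% = wells with medium but no cells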
697 NFkB inh: inhibitors of PMA/ionomycin-induced NF-kB reporter, 697 cells, primary screen, B-cell NF-kB inhibitor project, cell-based, luminescence, uHTS. inhibition, % at 4 µM. 0.33% of 330,000 active. 697 B-cell NF-kB luciferase reporter, 16 h; in the data active = inhibition above about 35%
SENP7 inh: SENP7 protease inhibitors, primary screen, biochemical, luminescence, uHTS. Sentrin-specific protease 7 (Homo sapiens), Q9BQF6. recombinant SENP7, Z-RLRGG-aminoluciferin luminescence, 40 min. inhibition, % at 5 µM. 1.5% of 330,000 active. AID 434973, 2010;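 active = inhibition above about 50% at the single test dose, limit read from the data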;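 note: plate controls were DMSO with enzyme for no effect and no enzyme buffer wells for full effect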
Target sequence (Q9BQF6 706-1050 limits assumed): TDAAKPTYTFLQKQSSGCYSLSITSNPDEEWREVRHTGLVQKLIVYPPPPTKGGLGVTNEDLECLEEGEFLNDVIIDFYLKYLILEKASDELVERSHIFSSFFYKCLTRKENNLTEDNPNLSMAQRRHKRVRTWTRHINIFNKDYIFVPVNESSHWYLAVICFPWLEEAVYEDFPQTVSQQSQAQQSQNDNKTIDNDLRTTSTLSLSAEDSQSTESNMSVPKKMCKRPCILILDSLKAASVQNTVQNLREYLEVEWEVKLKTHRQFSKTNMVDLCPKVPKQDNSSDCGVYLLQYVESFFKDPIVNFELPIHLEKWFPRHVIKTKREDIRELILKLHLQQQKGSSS
SENP8 inh: SENP8 protease inhibitors, primary screen, biochemical, luminescence. Sentrin-specific protease 8 (Homo sapiens), Q96LD8. purified SENP8, Z-RLRGG-aminoluciferin cleavage. inhibition, % at 10 µM. 1.2% of 330,000 active
Target sequence (Q96LD8 whole entry, looked up): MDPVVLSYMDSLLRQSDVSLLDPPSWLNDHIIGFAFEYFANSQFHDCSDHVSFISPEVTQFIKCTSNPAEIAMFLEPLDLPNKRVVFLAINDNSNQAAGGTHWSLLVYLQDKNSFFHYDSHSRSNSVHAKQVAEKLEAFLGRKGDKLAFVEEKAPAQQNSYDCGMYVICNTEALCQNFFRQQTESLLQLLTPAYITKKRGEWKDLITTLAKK
HKDC1 inh: HKDC1 hexokinase inhibitors, primary screen, biochemical, fluorescence, uHTS; recombinant HKDC1, G6PDH/diaphorase resazurin coupled fluorescence; inhibition, % at 20 µM; AID 493160, 2011; 0.16% of 340,000 active;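 active = inhibition above about 35% when tested at 20 µM, limit read from the data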;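 note: plate controls were DMSO wells with enzyme for no effect and DMSO wells lacking enzyme for full effect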
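test system = in-house recombinant HK5 (HKDC1) enzyme | amount = HKDC1 at 5 µg/mL | control set = DMSO-enzyme wells negative, buffer-substituted wells positive | compound = one dose of 20 µM, 1% DMSO | schedule = reaction time 90 min, room temperature, protected from light | technique = resorufin fluorescence at 613 nm | reagent = glucose with 1 mM ATP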
UBC13 polyUb: UBC13 polyubiquitin chain formation inhibitors, primary screen, biochemical, TR-FRET, uHTS | Ubiquitin-conjugating enzyme E2 N (Homo sapiens), P61088 | inhibition, % at 20 µM | 0.47% of 330,000 active; in the data active = inhibition above about 45%, passing the limit was not always enough; inconclusive = no clear call, values can overlap the other calls
Target sequence (P61088 whole entry, looked up): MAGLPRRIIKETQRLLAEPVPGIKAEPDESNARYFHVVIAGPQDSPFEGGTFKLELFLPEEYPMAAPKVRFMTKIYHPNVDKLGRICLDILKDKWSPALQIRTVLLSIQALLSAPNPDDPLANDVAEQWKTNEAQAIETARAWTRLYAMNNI
Jurkat NFkB inh: inhibitors of induced NF-kB luciferase reporter, primary screen, TCR NF-kB activation inhibitor project, cell-based, luminescence, uHTS. 0.53% of 330,000 active. inhibition, % at 4 µM. Jurkat, PMA/ionomycin-induced NF-kB luciferase reporter
Apaf1 inhib: inhibitors of human Apaf-1 apoptosome, primary screen, biochemical, DEVD-Rh110 fluorescence, uHTS; reconstituted apoptosome caspase-3 activity; 0.71% of 330,000 active; Apoptotic protease-activating factor 1 (Homo sapiens), O14727; inhibition, % at 20 µM; active = inhibition of at least 40% at 20 µM;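 note: plate controls were DMSO wells for no effect and DEVD-CHO caspase inhibitor wells for full effect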
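detection = Rh110 fluorescence intensity | test system = biochemical Apaf-1 apoptosome reconstitution | also added = cytochrome c and DEVD-Rh110 substrate | schedule = 30 min plus 50 min, RT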
An asterisk follows results filed as active; u = inconclusive; x = no result given. Cut-off read from the data, not from the text of the source, unless noted: active = inhibition above about 50%; inactive = the rest.

smiles,SENP7 inh,Apaf1 inhib,Jurkat NFkB inh,697 NFkB inh,UBC13 polyUb,SENP8 inh,HKDC1 inh,Gli-Sufu block
C/C(CC(=O)Nc1ccc(OCc2ccccc2)cc1)=N\NC(=O)C(=O)Nc1ccccc1C,-5.5,9.7,-19.9,-10.8,-2.4,-11.9,-7.5,-15.4
N#CC1=C(N)OC2=C(C(=O)CC(c3ccco3)C2)C1c1ccc(OCc2c(F)cccc2Cl)cc1 (configuration not stated),9.9,13.3,-31.8,8.8,-6.4,0.7,-6.8,7.9
CCOc1ccc(C2C3=C(CCCC3=O)OC(N)=C2[N+](=O)[O-])cc1 (configuration not stated),10.0,-24.5,13.4,-3.7,-3.8,5.1,1.4,-1.4
Cc1cc(NC(=O)CCN2C(=O)/C(=C/c3ccccc3Cl)SC2=S)no1,1.3,18.8,17.9,-0.4,6.8,-2.8,-10.3,-2.7
COC(=O)C1CC(=O)c2sccc2C1 (configuration not stated),-15.2,1.3,33.6,-69.6,-17.3,-3.1,-13.5,1.6
CCCn1c(C(O)c2ccc(OC)c(OC)c2)nc2ccccc21 (configuration not stated),3.2,-12.2,13.0,-20.9,-1.5,-6.2,-6.0,16.8
CCCn1c(C)cc(/C=C(\C#N)C(=O)OCC(=O)Nc2cccc(S(N)(=O)=O)c2)c1C,5.0,-24.0,5.5,7.7,-5.8,9.0,-2.7,-9.5
CN(C)CC(C)(C)NS(=O)(=O)c1ccc(Cl)cc1,-6.4,-16.2,-7.1,-1.6,-6.0,-9.8,-3.4,5.2
CCCC(=O)NCCCc1nc2ccccc2n1C(C)C,9.1,-1.4,-10.4,-2.2,-11.3,-14.6,-6.5,0.2
O=C(NC1CCCCCC1)C1CCN(c2nc3ccccc3o2)CC1,-9.4,-3.0,18.4,-5.2,7.7,-5.6,-0.6,1.5
CCN(CC)c1ccc(NC(=O)COC(=O)CCC(=O)c2cccs2)cc1,2.7,19.7,-8.6,13.6,2.8,-8.4,4.9,-17.8
Fc1ccc(C2Nc3cccc4cccc(c34)N2)cc1,-3.5,22.0,8.6,-80.8,-20.8,1.2,15.1,5.2
Cc1nn(C)cc1S(=O)(=O)Nc1ccc(C(F)(F)F)cc1,3.8,10.1,-12.7,-3.9,0.1,-3.5,-2.7,10.1
Cc1cccc(C)c1NC(=O)NC1(C(=O)N2CCOCC2)CCCCC1,-4.6,-7.9,1.6,-2.6,0.8,3.3,-3.6,6.0
COc1ccc(/C=C/C(=O)NCCOc2ccccc2OC)cc1,-5.3,3.6,-5.5,-4.5,-11.9,-12.9,-8.8,-1.3
O=S1(=O)N[C@@H](Cc2ccccc2)COc2cc(Br)ccc21,0.8,14.9,x,17.9,x,x,13.2,-2.2

By substructure, the entries above containing four or more nitrogen atoms (2)
smiles,SENP7 inh,Apaf1 inhib,Jurkat NFkB inh,697 NFkB inh,UBC13 polyUb,SENP8 inh,HKDC1 inh,Gli-Sufu block
C/C(CC(=O)Nc1ccc(OCc2ccccc2)cc1)=N\NC(=O)C(=O)Nc1ccccc1C,-5.5,9.7,-19.9,-10.8,-2.4,-11.9,-7.5,-15.4
CCCn1c(C)cc(/C=C(\C#N)C(=O)OCC(=O)Nc2cccc(S(N)(=O)=O)c2)c1C,5.0,-24.0,5.5,7.7,-5.8,9.0,-2.7,-9.5

Following part:
smiles,SENP7 inh,Apaf1 inhib,Jurkat NFkB inh,697 NFkB inh,UBC13 polyUb,SENP8 inh,HKDC1 inh,Gli-Sufu block
O=C(O)c1ccc(N2C(=O)C3C4c5ccccc5C(Br)(c5ccccc54)C3C2=O)cc1 (configuration not stated),-7.5,9.1,-3.4,8.5,-14.9,-5.8,1.5,66.5*
CC1(c2cccc(Br)c2)NC(=O)N(CC(=O)Nc2ccc3c(c2)OCO3)C1=O (configuration not stated),6.1,-8.1,4.3,2.5,5.5,3.4,-1.9,-5.6
CC(NC(=O)c1ccccc1)c1nnc(SCC(=O)Nc2nnc(C3CC3)s2)n1C (configuration not stated),-1.6,5.3,-10.3,7.6,-4.0,-3.9,-3.5,-19.9
COc1cccc(C2CCCN2Cc2nc(-c3cnccn3)no2)c1 (configuration not stated),1.4,-19.5,-4.2,5.1,-1.3,3.6,-6.4,9.0
CC(C)NCCOCCSc1ccc(Cl)cc1,13.7,-0.3,1.4,-4.1,-2.6,-0.3,-2.6,1.4
Cc1ccc(C)n1Cc1ccccc1Cl,2.0,2.2,-15.1,7.4,-10.7,-5.9,-1.7,1.2
NC(=O)CSc1ncc(-c2ccc([N+](=O)[O-])cc2)[nH]1,-0.4,-244.4,-15.2,1.2,-8.5,2.6,0.6,-8.7
COc1ccc(NC(=O)CN(C)C(=O)Cc2coc3cc(C)c(C)cc23)cc1,2.4,11.4,14.9,7.9,0.6,-3.1,2.0,-1.2
O=S(=O)(c1ccccc1)N1CCN(C(=S)NCCc2ccccc2)CC1,-3.7,13.1,3.3,1.4,-1.7,-3.9,-2.7,-1.5
CCOc1ccc(N(CC(=O)Nc2cccc(F)c2)S(=O)(=O)c2c(C)noc2C)cc1,-0.7,15.0,2.5,11.9,4.7,-2.0,1.4,4.2
O=C(O)CCCC(=O)Nc1cccc(C(F)(F)F)c1,7.5,-2.2,-0.9,7.1,4.9,-2.8,1.3,-0.1
C=CCn1c(COc2ccccc2OC)nc2ccccc21,8.0,5.6,3.2,-1.8,5.3,-2.3,-3.5,-1.4
CN(CC(=O)O/N=C(\N)c1ccccn1)S(=O)(=O)c1ccccc1,-4.6,2.9,-10.8,10.2,7.2,1.7,-13.5,-8.0
CC(O)CN(C)CC/C=C1/c2ccccc2CSc2ccccc21 (configuration not stated),2.6,2.0,10.8,-7.6,9.5,2.9,-12.8,3.5
CCN(C(=O)c1ccc2c(c1)OCO2)C12CC3CC(CC(C3)C1)C2,3.0,13.9,-5.4,4.5,4.3,8.4,-1.2,-1.5
C/C(Cl)=C/Cn1c(N2CCCC2)nc2c1c(=O)n(C)c(=O)n2C,-0.2,-2.0,3.7,-17.3,0.9,1.2,-0.6,4.6
CCOC(=O)c1c(NC(=O)Cn2c(C)nc3ccccc32)sc2c1CCC2,1.5,20.0,1.4,-35.5,-1.5,0.3,0.2,28.1
O=C(c1cc(COc2ccc3c(c2)CCCC3)on1)N1CCCC1,1.9,4.3,-77.6,-127.3,-2.2,1.3,x,x
C[C@@H](O)CC#Cc1ccc2oc(=O)c(-n3cc(-c4ccsc4)nn3)cc2c1,-6.3,-0.3,-8.1,-1.2,-9.0,-7.7,-0.7,27.6
O=C(NC(Cc1ccccc1)C(=O)N1CCN(S(=O)(=O)c2ccccc2)CC1)c1ccccc1 (configuration not stated),-7.2,7.1,-0.4,-18.3,-5.0,-0.3,-3.8,-5.1
CCS(=O)(=O)c1nc(S(=O)(=O)c2ccc(C)cc2)c(N2CCCC(C)C2)s1 (configuration not stated),3.4,22.2,-1.5,3.3,-5.5,3.2,1.3,-6.7
Cc1ccc2c(c1)c1c(c(=O)n(-c3ccccc3C)c(=O)n1CC(=O)NCC1CCCO1)n2C (configuration not stated),-1.8,2.2,15.5,-5.8,8.7,4.0,5.8,-11.7
CC1(c2ccc3ccccc3c2)NC(=O)N(CC(=O)NCC(C)(C)N2CCOCC2)C1=O (configuration not stated),3.2,-1.8,7.7,0.9,-1.1,-2.2,-4.3,-2.3
CCOC(=O)C1CCN(C(=O)CC2C(=O)N(Cc3ccccc3)C(C)c3nc4ccccc4n32)CC1 (configuration not stated),3.0,-4.7,-0.5,11.5,-14.4,-4.6,-7.7,6.6

Part of the list above, limited to SENP8 inh and 697 NFkB inh:
SMILES | SENP8 inh | 697 NFkB inh
CCOC(=O)C1CCN(C(=O)CC2C(=O)N(Cc3ccccc3)C(C)c3nc4ccccc4n32)CC1 (configuration not stated) | -4.6 | 11.5
C[C@@H](O)CC#Cc1ccc2oc(=O)c(-n3cc(-c4ccsc4)nn3)cc2c1 | -7.7 | -1.2
O=C(c1cc(COc2ccc3c(c2)CCCC3)on1)N1CCCC1 | 1.3 | -127.3

(more compounds)
smiles,SENP7 inh,Apaf1 inhib,Jurkat NFkB inh,697 NFkB inh,UBC13 polyUb,SENP8 inh,HKDC1 inh,Gli-Sufu block
N/C(=N\OC(=O)CC1CCCCC1)c1ccc([N+](=O)[O-])cc1,-4.3,4.2,-9.6,-16.7,-15.4,-3.3,-5.5,-3.5
CN1C(C(=O)Nc2ccc(F)cc2F)=CC(c2cccs2)=NS1(=O)=O,4.2,-3.5,2.8,13.5,-0.4,1.1,4.5,-15.4
CC(NC(=S)NC(=O)c1ccccc1)c1ccccc1 (configuration not stated),-5.4,12.4,-2.7,-8.8,-0.5,-9.6,-5.8,2.7
Cc1c(CNC(=O)C2CC2)c(-n2cccc2)n(Cc2ccccc2)c1C,15.0,4.7,1.2,-15.7,-2.8,6.1,-7.1,-7.2
CCOc1cc(OCC)cc(C(=O)Nc2cccnc2)c1,2.6,-16.3,-13.9,5.9,9.0,-2.5,-4.3,13.5
O=C(C1CCN(S(=O)(=O)c2cccc3nsnc23)CC1)N1CCc2ccccc21,5.2,16.8,-4.8,-7.0,1.4,-3.2,7.7,7.9
N#Cc1cccc(Oc2ccc(-c3cnc4ccccc4n3)cc2)c1C#N,2.0,-0.6,0.2,-48.9,-2.4,-1.8,6.4,-8.5
CS(=O)(=O)N(CC(=O)N1CCCCCC1)c1ccc2c(c1)OCCO2,1.9,-28.2,1.7,-0.8,1.3,3.4,-15.2,-46.0
Cc1cc2cc(CNC(=O)C3CCCC3)ccc2n1C,9.8,14.9,-1.5,-19.6,u,-12.5,5.6,7.4
CC(=O)c1ccccc1NC(=O)COC(=O)c1cc(C)oc1C,-1.1,-3.2,0.0,5.4,3.4,-0.5,2.0,0.1
O=C(Nc1cc2c3c(c1)CC(=O)N3CCC2)C1CCCCC1,7.4,7.0,-5.5,17.8,-1.6,5.5,4.0,-9.0
COc1cccc(-c2cc(C(=O)N3CCN(C(c4ccccc4)c4ccccc4)CC3)no2)c1,-6.9,7.6,-0.3,-29.8,-18.6,-9.2,7.3,7.6
Cc1ccccc1-c1nnc(SCc2ccc(F)cc2)o1,-8.9,15.9,-24.5,-24.2,-1.9,-21.0,-3.3,-29.7
C/C(Nc1ccccc1C(F)(F)F)=C1/CCOC1=O,-2.8,-12.5,1.3,-0.3,-2.6,-2.0,-8.8,-6.7
CN(C)CCC#CC1(O)c2ccccc2-c2ccccc21,-4.8,-7.7,0.8,-7.9,-5.1,-1.9,-6.0,8.6
COC(=O)c1ccc(NC(=S)Nc2ccc(O)cc2)cc1,2.0,-0.4,11.1,11.2,11.8,5.7,6.0,7.2
COc1cc(N)c(Cl)cc1C(=O)OC(C)C(=O)Nc1cccc(S(=O)(=O)N2CCOCC2)c1 (configuration not stated),-12.0,9.0,-15.8,-5.4,0.9,-7.2,-3.6,-7.3
CCOC(=O)c1ccc(N2CN(CC)CNC2=S)cc1,0.8,-1.6,-4.4,-16.4,9.5,-6.8,-9.1,7.9
C[N+](C)(C)CC/C=C1/c2ccccc2CSc2ccccc21,-8.5,4.4,-6.7,-10.5,1.0,-2.6,-5.9,27.0
CCCC12CN3CCN(CC(C3)/C1=N\NC(=O)c1ccc(C(C)(C)C)cc1)C2,-9.9,5.2,-7.1,-28.5,-14.3,-8.8,4.1,5.1
Cc1ccc(NC(=S)NNC(=O)c2nn(C)c(C)c2Cl)cc1,3.8,-1.9,-74.0,-81.9,-6.9,5.3,-3.2,0.3
